NadD inh: inhibitors of Staphylococcus aureus NadD. purified NadD enzyme, colorimetric absorbance read-out. inhibition, % at 20 µM. 0.78% of 360,000 active; in the data active = inhibition above about 26%; also: some compounds past the cut are filed as inactive
Rin1 Abl inh: inhibitors of human Rin1-Abl protein interaction; 0.4% of 360,000 active; inhibition, % at 7.35 µM; TR-FRET Rin1/Abl binding, biochemical; AID 588664; in the data active = inhibition above about 5%, passing the limit was not always enough
FAS-TE inh: blocks the thioesterase domain of human fatty acid synthase | P49327 | recombinant FAS-TE, OMFH fluorogenic substrate, fluorescence endpoint | inhibition, % at 15 µM | 0.67% of 360,000 active | AID 602261;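 active = compounds whose normalised, plate-corrected inhibition of enzyme fluorescence in the single-dose primary screen is 50% or more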;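 also: 0% = DMSO with enzyme and 100% = substrate without enzyme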
Target sequence (P49327 whole entry, looked up, the tested form may be a part): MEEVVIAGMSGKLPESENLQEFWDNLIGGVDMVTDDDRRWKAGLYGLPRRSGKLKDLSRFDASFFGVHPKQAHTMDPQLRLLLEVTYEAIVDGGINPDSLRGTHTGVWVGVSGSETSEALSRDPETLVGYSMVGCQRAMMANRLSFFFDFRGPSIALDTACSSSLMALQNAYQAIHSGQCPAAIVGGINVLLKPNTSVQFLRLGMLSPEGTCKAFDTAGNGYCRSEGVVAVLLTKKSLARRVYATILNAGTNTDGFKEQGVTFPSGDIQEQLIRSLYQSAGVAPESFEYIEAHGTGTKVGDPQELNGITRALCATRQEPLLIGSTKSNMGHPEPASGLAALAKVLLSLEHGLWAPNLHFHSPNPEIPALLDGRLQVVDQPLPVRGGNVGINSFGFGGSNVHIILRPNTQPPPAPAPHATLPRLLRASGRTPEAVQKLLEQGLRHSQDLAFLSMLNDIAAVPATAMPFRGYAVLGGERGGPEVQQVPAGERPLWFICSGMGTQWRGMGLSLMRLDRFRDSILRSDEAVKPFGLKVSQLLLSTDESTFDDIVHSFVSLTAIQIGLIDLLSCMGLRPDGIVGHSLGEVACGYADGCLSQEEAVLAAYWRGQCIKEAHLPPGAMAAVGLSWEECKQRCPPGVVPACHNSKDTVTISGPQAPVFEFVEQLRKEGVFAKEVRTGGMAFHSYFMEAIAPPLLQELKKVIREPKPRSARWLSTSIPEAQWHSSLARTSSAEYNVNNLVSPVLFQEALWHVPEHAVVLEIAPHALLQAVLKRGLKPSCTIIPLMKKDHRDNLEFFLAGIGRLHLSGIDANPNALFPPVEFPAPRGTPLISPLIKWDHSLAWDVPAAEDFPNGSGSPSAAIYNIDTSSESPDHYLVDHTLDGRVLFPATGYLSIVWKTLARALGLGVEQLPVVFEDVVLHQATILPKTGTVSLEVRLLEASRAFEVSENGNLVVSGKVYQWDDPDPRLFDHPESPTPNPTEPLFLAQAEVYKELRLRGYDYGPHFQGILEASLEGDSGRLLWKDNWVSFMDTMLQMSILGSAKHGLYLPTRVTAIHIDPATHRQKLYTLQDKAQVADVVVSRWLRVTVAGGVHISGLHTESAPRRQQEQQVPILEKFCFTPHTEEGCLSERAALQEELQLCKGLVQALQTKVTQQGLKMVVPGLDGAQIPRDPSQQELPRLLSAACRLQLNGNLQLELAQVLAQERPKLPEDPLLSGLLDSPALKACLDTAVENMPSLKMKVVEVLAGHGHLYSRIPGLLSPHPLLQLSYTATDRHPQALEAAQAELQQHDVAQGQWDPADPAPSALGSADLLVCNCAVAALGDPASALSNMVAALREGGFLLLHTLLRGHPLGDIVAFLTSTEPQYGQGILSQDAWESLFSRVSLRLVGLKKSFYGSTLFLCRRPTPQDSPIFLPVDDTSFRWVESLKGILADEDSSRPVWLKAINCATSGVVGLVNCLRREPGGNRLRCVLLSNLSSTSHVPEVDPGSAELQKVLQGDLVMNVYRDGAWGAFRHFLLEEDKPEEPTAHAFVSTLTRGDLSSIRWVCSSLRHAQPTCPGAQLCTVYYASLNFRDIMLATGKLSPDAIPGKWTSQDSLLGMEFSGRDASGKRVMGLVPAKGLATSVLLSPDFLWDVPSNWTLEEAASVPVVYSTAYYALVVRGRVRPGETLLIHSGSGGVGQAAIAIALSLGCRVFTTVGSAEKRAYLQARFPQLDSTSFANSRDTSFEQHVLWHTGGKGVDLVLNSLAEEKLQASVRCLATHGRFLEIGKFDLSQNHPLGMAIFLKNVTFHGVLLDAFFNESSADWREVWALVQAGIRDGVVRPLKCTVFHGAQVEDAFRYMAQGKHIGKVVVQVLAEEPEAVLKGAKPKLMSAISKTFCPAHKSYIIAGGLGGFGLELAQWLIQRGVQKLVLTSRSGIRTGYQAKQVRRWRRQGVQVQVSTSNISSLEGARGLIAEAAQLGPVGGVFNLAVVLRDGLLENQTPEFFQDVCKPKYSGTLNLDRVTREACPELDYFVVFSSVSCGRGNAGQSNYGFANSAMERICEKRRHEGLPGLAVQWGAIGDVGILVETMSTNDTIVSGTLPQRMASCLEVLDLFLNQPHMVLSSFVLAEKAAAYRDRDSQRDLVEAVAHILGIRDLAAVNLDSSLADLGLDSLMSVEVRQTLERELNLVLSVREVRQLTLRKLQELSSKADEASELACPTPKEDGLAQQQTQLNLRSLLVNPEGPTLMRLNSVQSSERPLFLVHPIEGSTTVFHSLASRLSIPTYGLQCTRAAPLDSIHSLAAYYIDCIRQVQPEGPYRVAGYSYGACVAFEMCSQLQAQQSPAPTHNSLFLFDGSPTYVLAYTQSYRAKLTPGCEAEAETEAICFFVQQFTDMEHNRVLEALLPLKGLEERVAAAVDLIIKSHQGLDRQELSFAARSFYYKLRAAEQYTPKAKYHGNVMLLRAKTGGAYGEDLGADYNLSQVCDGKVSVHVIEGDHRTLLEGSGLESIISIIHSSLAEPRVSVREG
Neddylation inh: blocks human cullin neddylation | P61081+Q13564 | TR-FRET cullin neddylation, biochemical | calls only at 25 µM | 0.58% of 360,000 active | AID 651699; in the data active = inhibition above about 36%
Rpn11 inh: blocks the human proteasome subunit Rpn11; human 26S proteasome, Ub4-pepOG fluorescence polarization; 20S core pre-blocked with epoxomicin; AID 588493; calls only at 20 µM; O00487; 0.59% of 360,000 active;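 active = inhibition at 20 µM, scaled to each plate's controls, above about 33%, limit read from the data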
CSN deneddyl inh: blocks human CSN-mediated cullin deneddylation | 0.38% of 360,000 active | Purified CSN, SCF-Nedd8-OG deneddylation, fluorescence polarization | inhibition, % at 12.5 µM | AID 651999 | Q92905;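 active = pattern-corrected inhibition above about 35%, with an unprinted fluorescence ratio check between 0.5 and 1.5, limit read from the data, passing the limit was not always enough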;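 also: 0% = enzyme with substrate and 100% = substrate without enzyme; some results filed as inactive read as strong as hits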
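Test system: Human Csn5 produced in HEK293T cells | Compound: 12.5 µM single point | Times: 90 min, room temperature | Signal: Fluorescence polarization readout | Read-out basis: % inhibition of substrate cleavage by Csn5 | Controls: no-enzyme wells high, enzyme-with-substrate wells low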
SKN-1 inh: inhibitors of C. elegans SKN-1; C. elegans VP596 Pgst-4::GFP/RFP ratio, acrylamide-induced, 24 h; inhibition, % at 21.8 µM; 0.49% of 360,000 active;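 active = interference check ratio from 0.5 to 1.5 plus GFP to RFP signal ratio inhibition reaching or exceeding a fixed threshold, cut at about 30% in these data, passing the limit was not always enough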; also: some compounds called inactive have numbers as strong as hits
MLLE-PAM2 inh: blocks PAM2 peptide binding to the PABP1 MLLE domain; P11940; GST-MLLE / FITC-PAM2 fluorescence polarization; inhibition, % at 20 µM; 0.36% of 360,000 active; AID 588489; in the data active = inhibition above about 35%, passing the limit was not always enough;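 also: plate controls were DMSO wells with GST-MLLE for no effect and wells lacking GST-MLLE protein for full effect; some results filed as inactive read as strong as hits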
MT1-MMP act inh: blocks activation of human MT1-MMP. 0.061% of 360,000 active. P50281. HT1080 RFP-PRO-GFP cells, GFP/RFP ratio fluorescence, overnight; percent of plate control window, DMSO zero. GFP/RFP ratio change, % at 20 µM;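 active = GFP/RFP ratio change of at least 30% with cell ATP level not reduced by more than half and red fluorescence within 50% of control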; also: strong numbers were not always called active
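Test system: HT1080 RFP-PRO-GFP cells; Benchmarks: DMSO and RFP-L50D-GFP cell wells; Timing: cells overnight before dosing, compound overnight, 37 °C, 5% CO2; Compound: one 20 µM compound dose with 1% DMSO; Read-out: GFP/RFP fluorescence ratio.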
* marks the source's active call; other numbers are inactive results; i = inactive; . = no result given.

The line under a structure holds: NadD inh, Rin1 Abl inh, FAS-TE inh, Neddylation inh, Rpn11 inh, CSN deneddyl inh, SKN-1 inh, MLLE-PAM2 inh, MT1-MMP act inh
O/C(=C\Sc1nnc(Cc2ccccc2)o1)c1ccc(Br)cc1
  -5, -1, 1, i, i, -3, 16, -33, -3
COc1cc2c(cc1O)CC[n+]1cc3c(OC)c(OC)ccc3cc1-2
  -1, -6, -8, i, i, -4, 8, 12, 0
COc1ccc(CCNC(=O)C/C(C)=N/NC(=O)c2ccc(N)cc2)cc1OC
  1, 1, -1, i, i, -2, 6, 4, 0
Nc1nnc(SCC(=O)NCC(=O)Nc2ccc(F)c(F)c2F)s1
  2, 1, -4, i, i, 3, 13, 12, -1
Cc1ccc2c(c1)NC(=O)C(CC(=O)N(C)Cc1ccccc1)O2 (centres undefined)
  0, -1, 2, i, i, -1, 0, 11, -2
Nc1nc(O)c(Sc2ccccc2[N+](=O)[O-])c(=O)[nH]1
  9, 0, -3, i, i, 3, 15, 16, 4
COc1ccc(C)cc1Nc1nc(-c2c(C)[nH]c3ccccc23)cs1
  22, 0, 18, i, i, 0, 3, 2, 47*
O=c1cc(-c2c(F)c(F)c(F)c(F)c2F)oc2ccccc12
  3, -3, 17, i, i, 7, 8, -7, 8
CNC(=O)c1cn(-c2ccc(Cl)cc2)c(=O)c2ccccc12
  0, 1, -2, i, i, -6, 5, -3, -3
COc1ccc(S(=O)(=O)N(C)Cc2cccs2)cc1Br
  -10, 0, 23, i, i, -3, 1, 3, -4
Cc1ccccc1OCC(=O)Nc1ccc2c(c1)ncn2C
  0, 0, -2, i, i, -4, 2, 5, 5
CCc1ccc(Oc2coc3cc(O)ccc3c2=O)cc1
  -10, 1, -5, ., i, 3, -8, -4, 0
Cc1cc(C)n(-c2nc3ccccc3nc2N2CCCCCC2)n1
  -4, -2, 14, i, i, 0, -6, -2, -7
O=C(NCCc1csc(-c2cccnc2)n1)c1ccc(Cl)cc1
  -3, 0, 0, i, i, -4, -1, 2, 0
O=S1(=O)c2ccc(Br)cc2N2CCC[C@@H]2CN1C1CC1
  -2, 0, 15, i, i, 0, 6, -2, -3
CSCCC(NC(=O)c1ccccc1)C(=O)N1CC(C)OC(C)C1 (centres undefined)
  1, 1, -6, i, i, -3, 0, 7, 3
CC(NC(=O)c1ccco1)C12CC3CC(CC(C3)C1)C2 (centres undefined)
  -1, -2, 2, i, i, -1, 4, 8, 0
CC(C)C[C@H](NC(=O)CCCn1nnc2ccccc2c1=O)C(=O)O
  -6, 0, -4, i, i, 0, 0, 2, 1
CCN(CC)C(=O)C1=C(C)N(CCCN2CCCC2=O)C(=O)C(CC(=O)NCc2cccc3ccccc23)C1 (centres undefined)
  5, -1, -7, i, i, 0, 1, 1, -2
Nc1nonc1C(=O)NCCNC(=O)c1cccs1
  2, -1, -8, i, i, 2, 6, 8, 4
C[C@H](CS)C(=O)N1CCC[C@H]1C(=O)O
  -2, 0, -4, i, i, -2, -5, 20, 1
COCc1nnc(NC(=O)C2CC(=O)N(CCc3ccc(F)cc3)C2)s1 (centres undefined)
  -1, -1, 1, i, i, 4, -17, 16, -1
Cn1c(NC(=S)Nc2ccccc2)nc2ccccc21
  2, -1, -9, i, i, 2, -5, 22, 9
Cc1cccc(CN2C(=O)c3ccccc3Sc3ccc(C(=O)NCCCN4CCOCC4)cc32)c1
  -4, 0, 7, i, i, -5, 1, -4, 0
O=C(c1cc2cc(F)ccc2[nH]1)N1CCCC(Nc2ccc(F)cc2)C1 (centres undefined)
  -4, 2, 12, i, i, -5, 17, 3, 2
Cc1ccc(-c2nn(-c3ccccc3)cc2C=C2C(=O)CC(C)(C)CC2=O)cc1
  19, 2, -5, i, i, 0, 18, 6, -2
Cn1c(=O)c2c(nc(N3CCN(Cc4ccccc4)CC3)n2CCCc2ccccc2)n(C)c1=O
  8, 5, 1, i, i, -5, -1, 4, -6
CC(C)Oc1ccc(OCCn2c(S(=O)(=O)O)nc3c(N)ncnc32)cc1
  1, 2, -4, i, i, -4, -9, -33, -2
NC(=S)NN=C(c1ccc(F)cc1)C1CC1
  4, 1, -7, i, i, -1, 16, -108, -4
C/C(=N/NC(=O)c1cc(-c2ccccc2)nc2c(Cl)cccc12)c1cccnc1
  9, -1, 1, i, i, 2, -9, 14, .

Looked up by structure from the entries so far:
The line under a structure holds: NadD inh, Rin1 Abl inh, FAS-TE inh, Neddylation inh, Rpn11 inh, CSN deneddyl inh, SKN-1 inh, MLLE-PAM2 inh, MT1-MMP act inh
CCN(CC)C(=O)C1=C(C)N(CCCN2CCCC2=O)C(=O)C(CC(=O)NCc2cccc3ccccc23)C1 (centres undefined)
  5, -1, -7, i, i, 0, 1, 1, -2
NC(=S)NN=C(c1ccc(F)cc1)C1CC1
  4, 1, -7, i, i, -1, 16, -108, -4

Remaining list, next part
The line under a structure holds: NadD inh, Rin1 Abl inh, FAS-TE inh, Neddylation inh, Rpn11 inh, CSN deneddyl inh, SKN-1 inh, MLLE-PAM2 inh, MT1-MMP act inh
CCCCNC(=O)CNC(=O)c1nn(-c2ccc(OC)c(OC)c2)c(=O)c2ccccc12
  -2, -1, -8, i, i, -1, 0, 0, -2
CN(CC(=O)Nc1c(Cl)cccc1Cl)C(=O)CCC1CCCC1
  0, -4, 2, i, i, -1, 8, 1, -1
Cc1cc(C)cc(OCC(=O)Nc2ccc(N3CCN(S(C)(=O)=O)CC3)cc2)c1
  3, -1, -6, i, i, 8, 23, -2, 6
Cc1ccccc1-c1nnn(CC(=O)NC(=O)NC2CCCC2)n1
  -3, -2, 10, i, i, -3, -6, 2, 1
O=[N+]([O-])c1ccccc1CCc1cnc(Cl)s1
  0, 0, 1, i, i, -2, 32, 6, 3
CCCCC(=O)Nc1cccc(NC(=O)c2cccc(Br)c2)c1
  2, 4, 12, i, i, -4, 7, -2, -2
CC(C)=N/N=c1\scc(C)n1Cc1ccco1
  9, 5, -7, i, i, 6, -4, -29, -7
O=C(Cn1c(=O)c2sccc2n(Cc2ccc([N+](=O)[O-])cc2)c1=O)NCCc1ccccc1
  -4, 1, 75*, i, i, 2, 0, -26, -2
CC(=O)C1=C(O)C(=O)N(c2ccc(O)cc2)C1c1ccc(Cl)cc1 (centres undefined)
  4, 3, -5, i, i, -2, -5, 1, 2
CCOC(=O)c1cnc2c(C(F)(F)F)cccc2c1NCCCN1CCOCC1
  1, -3, 1, i, i, 4, -1, 10, 1
COC(=O)c1nnn(-c2cc(Cl)cc(Cl)c2)c1C(=O)OC
  -1, 4, -3, i, i, -1, -3, 17, 2
CCCSc1ncc(Cl)c(C(=O)Nc2ccc(S(=O)(=O)N3CC(C)OC(C)C3)cc2)n1 (centres undefined)
  0, 0, 35, i, i, -2, 18, 5, -2
COc1ccc(CN2C(=O)NC3(CCCCC3)C2=O)cc1F
  2, 0, -2, i, i, 10, 8, 4, 1
C=CCNC(=O)/C(C#N)=C\c1cc(Cl)c(OCC)c(OC)c1
  -6, 2, 2, i, i, -14, -5, 4, 2
CC(C)(C)OC(=O)N[C@@H](C(=O)OC(C)(C)C)c1ccc(C(F)(F)F)cc1
  -3, 3, 7, i, i, -4, -8, 6, -2
Cn1c2c(c(=O)n(C)c1=O)CN(CCCN1CCOCC1)CN2
  4, 1, -8, i, i, -1, -11, 8, -3
CN(C(=O)c1ccco1)c1nnc(C23CC4CC(CC(C4)C2)C3)s1
  -1, 0, 19, i, i, -3, 16, -2, 1
Cc1cccc(/C=N/NC(=O)c2cc(Br)ccc2O)n1
  -1, 1, -4, i, i, 5, 21, -13, 3
COc1ccc(-c2noc(N3CCC(C(=O)Nc4cc(OC)c(OC)c(OC)c4)CC3)n2)cc1
  -12, -2, 5, i, i, 3, 12, -4, 5
Cc1nn(Cc2ccccc2Cl)c(C)c1NC(=O)c1noc(C(C)C)c1[N+](=O)[O-]
  -4, 2, 2, i, i, 3, -15, -4, .
Nc1nonc1-n1nnc(C(=O)N/N=C/c2cccc(F)c2)c1CN1CCCCCC1
  1, -1, -2, i, i, 4, 2, -3, -2
O=C(Nc1ccc(S(=O)(=O)N2CCCC2)cc1)c1cncc(Br)c1
  2, -3, 0, i, i, -2, 4, 2, 0
Cc1ccc(S(=O)(=O)N2CCCC(C(=O)NCCc3ccc4c(c3)OCO4)C2)cc1 (centres undefined)
  -8, -2, 11, i, i, -4, -4, 1, 1
COc1ccccc1N1CCN(c2ccc([N+](=O)[O-])cn2)CC1
  -4, 0, 20, i, i, 2, -2, 6, 9
Cc1c(C(=O)Nc2cccc(N(C)S(C)(=O)=O)c2)cccc1[N+](=O)[O-]
  -6, 0, -2, i, i, 3, 7, 5, 0
CC1CCCC(NC(=O)COC(=O)c2ccc(S(=O)(=O)N3CCOCC3)cc2)C1C (centres undefined)
  -3, -2, 0, i, i, -1, -9, 1, -8
CCOc1ccc(NC(=O)C2CCN(S(=O)(=O)c3cccnc3)CC2)cc1
  0, -2, 0, i, i, 3, -4, -10, 0
COc1cc(C(=O)OCC(=O)N2CCCCC2C)cc(NC(=O)c2cccs2)c1OC (centres undefined)
  -16, 0, 7, i, i, -5, -1, -15, 2
O=C(CCNC(=O)c1ccccc1Cl)NCc1ccncc1
  -8, 3, -5, i, i, -2, 5, 0, -4
C=C(C)CSc1nnc(-c2cccc(S(=O)(=O)N(C)C)c2)n1-c1cc(OC)ccc1OC
  -3, -4, 4, i, i, 1, -1, -7, -1
CC(=O)OC1CCC2(C)C(=CCC3C2CCC2(C)C3CC3OC4(CCC(C)CN4)C(C)C32)C1 (centres undefined)
  -7, -1, -4, i, i, -1, 4, 3, 4
Cc1cccnc1C1=NOC(Cc2ccccc2)C(=O)N1C (centres undefined)
  -2, 1, -7, i, i, -7, 7, -2, 2
COc1cc(OC)c(OC)cc1CNCC1COc2ccccc2O1 (centres undefined)
  -3, -1, 0, i, i, 1, 8, -8, 0
COc1ccc(C(=O)N/N=C/C(C)c2ccccc2)cc1OC (centres undefined)
  0, 1, -2, i, i, -1, 10, 11, 0
CC(C)Cc1ccc(CN2CCCC(NC(=O)c3ccnn3C)C2)cc1 (centres undefined)
  -3, 2, 2, i, i, -1, 10, 8, -2
COc1ccc2[nH]c3c(c2c1)CCN1C(=O)C(CC(=O)NCC24CC5CC(CC(C5)C2)C4)C[C@H](C(=O)N2CCOCC2)[C@@]31C (some centres undefined)
  1, 1, 4, i, i, 2, 23, 2, 0
CCc1c(N=O)c(-c2ccccc2)n(O)[n+]1[O-]
  -4, -2, -9, i, i, 0, 8, 4, 4
CC(NC(=O)COc1cccnc1[N+](=O)[O-])c1ccc(Cl)cc1Cl (centres undefined)
  -8, 1, 12, i, i, -1, 15, -6, 1
Cc1ccc(/C=N/NC(=O)c2ccccn2)o1
  -1, -1, -13, i, i, -1, 5, -8, -4
COc1ccc(C(=O)C(CN2CCOCC2)c2ccccc2)cc1F (centres undefined)
  -4, -3, -4, i, i, -2, -3, 0, -9
CN(Cc1ccccn1)C(=O)c1ccc2nc(Cc3cccc(Cl)c3)oc2c1
  8, 0, -4, i, i, 3, -12, 5, 20
NC(c1ccccc1)c1csc(NC(=O)Nc2ccccc2Oc2ccccc2)n1 (centres undefined)
  23, -3, -15, i, i, 1, 10, -6, -9
COCCNC(=O)COc1ncnc2ccc(Br)cc12
  0, 0, -5, i, i, 2, -10, -5, 2
O=C(CN1CCN(S(=O)(=O)c2ccc(F)cc2)CC1)N1CCOCC1
  -2, -1, -6, i, i, -2, -18, 6, 3
C=CCn1c(CCNC(=O)c2cccs2)nnc1SCC(=O)Nc1cccc(Cl)c1C
  1, -1, -6, i, i, 5, 9, 11, 5
CCOc1ccc(NC(=O)Cn2sc3nc(C)cc(C)c3c2=O)cc1
  -9, 0, -1, i, i, 2, -10, 14, -5

Assay outcomes: PubChem, several laboratories
